Bioassay records from PubChem.
ROC1-CUL1 inh – human ROC1-CUL1 E3 ligase inhibition; P62877+Q13616; in vitro K48 di-Ub FRET, acceptor:donor ratio, 45 min; inhibition, % at 10 µM; 140,000 tested, 0.6% active; AID 1347404; in the data active = inhibition above about 25%
Target sequence (P62877 whole entry, looked up): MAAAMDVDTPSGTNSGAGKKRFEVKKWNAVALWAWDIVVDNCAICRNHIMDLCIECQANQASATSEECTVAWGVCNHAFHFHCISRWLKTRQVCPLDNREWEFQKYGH
Target sequence (Q13616 whole entry, looked up): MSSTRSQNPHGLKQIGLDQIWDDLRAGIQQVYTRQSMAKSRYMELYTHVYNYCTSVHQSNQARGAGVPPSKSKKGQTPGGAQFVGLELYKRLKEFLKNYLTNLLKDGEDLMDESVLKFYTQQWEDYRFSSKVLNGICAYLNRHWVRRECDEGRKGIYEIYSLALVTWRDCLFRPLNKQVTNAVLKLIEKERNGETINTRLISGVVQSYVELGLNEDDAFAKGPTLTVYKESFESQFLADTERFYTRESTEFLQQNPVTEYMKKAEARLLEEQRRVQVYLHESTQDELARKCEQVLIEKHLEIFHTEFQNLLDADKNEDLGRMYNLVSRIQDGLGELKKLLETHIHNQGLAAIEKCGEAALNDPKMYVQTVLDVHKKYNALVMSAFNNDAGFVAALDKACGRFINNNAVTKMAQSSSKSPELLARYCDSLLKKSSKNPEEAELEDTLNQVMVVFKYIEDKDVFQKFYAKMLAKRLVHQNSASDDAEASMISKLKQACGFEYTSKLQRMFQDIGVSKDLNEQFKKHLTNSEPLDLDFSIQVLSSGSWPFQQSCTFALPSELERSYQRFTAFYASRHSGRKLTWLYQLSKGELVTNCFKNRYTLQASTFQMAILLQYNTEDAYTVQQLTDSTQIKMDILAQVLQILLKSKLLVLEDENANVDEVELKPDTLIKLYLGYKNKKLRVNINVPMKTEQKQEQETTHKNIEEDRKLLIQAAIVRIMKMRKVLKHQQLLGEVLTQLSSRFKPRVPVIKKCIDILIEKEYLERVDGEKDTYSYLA
* hit, by the source's call. Some of the compounds tested; rates above refer to the full screens.

For C#CCn1cc(/C=N/NC(=O)c2cccc(C(F)(F)F)c2)c2ccccc21 the results were ROC1-CUL1 inh -2.6.
For COCCN1C(=O)CC(CC(=O)N2CCCC(c3nc4ccccc4o3)C2)(c2ccccc2F)C1=O (stereo not given) the results were ROC1-CUL1 inh 7.7.
For Cc1nc(CNC(=O)c2cc(COc3cccc(F)c3)[nH]n2)cs1 the results were ROC1-CUL1 inh -1.6.
Cc1cc(C)c(C(=S)Sc2cccs2)c(C)c1 was read as ROC1-CUL1 inh 2.5.
Screening O=c1c2c3c(sc2nnn1CCc1ccccc1)CCCC3 returned ROC1-CUL1 inh 3.1.
Screening COc1ccc(OC)c(CNC(=O)Cn2nc(C)c3c(C)n(-c4ccccc4)nc3c2=O)c1 returned ROC1-CUL1 inh -1.7.
C=CCc1cc(/C=C2\C(=O)NC(=O)N(c3ccc(Br)c(C)c3)C2=O)cc(OCC)c1O was read as ROC1-CUL1 inh 1.8.
`Cc1ccc(NC(=O)C(Cc2ccccc2)NS(=O)(=O)c2ccc3c(c2)oc(=O)n3C)c(Cl)c1` (stereo not given) gave ROC1-CUL1 inh 1.8.
`Fc1cccc(-c2nnc3sc(Cc4cccs4)nn23)c1` gave ROC1-CUL1 inh 4.9.
Cc1cc(C)cc(-c2nnc3sc(-c4cnn(-c5ccccc5)c4-c4ccccc4)nn23)c1 was read as ROC1-CUL1 inh 1.4.
For CC1=NNc2nc3c(c(=O)n(Cc4cccc(C)c4)c(=O)n3C)n2C1 the results were ROC1-CUL1 inh 3.4.
For COc1ccccc1-c1nc2c(c(SCc3ccc(F)cc3Cl)n1)Cc1c(CO)cnc(C)c1O2 the results were ROC1-CUL1 inh -12.0.
Screening COc1ccc(-c2cn3c(n2)sc2cc(C)ccc23)cc1 returned ROC1-CUL1 inh 1.7.
`CC(=O)n1nc(-c2ccc(Cl)cc2)nc1N` gave ROC1-CUL1 inh -5.5.
For CCCCN(CCCC)C(=O)c1ccccc1NC(=O)CN1C(=O)c2ccccc2C1=O the results were ROC1-CUL1 inh 3.7.
For CCCCN1C(=O)C2(OCCO2)c2cccc(Cl)c21 the results were ROC1-CUL1 inh -0.8.
`COc1ccc2c(c1)CCC1=C2CC(=O)N2CCCCN12` gave ROC1-CUL1 inh 12.9.
Screening NC1(c2ccccc2)c2ccccc2C(=O)N1c1ccccn1 (stereo not given) returned ROC1-CUL1 inh 5.9.
`Cc1c(Cl)cccc1NC(=O)c1ccccc1NC(=O)CCC(=O)O` gave ROC1-CUL1 inh -0.5.
Screening O=C(Nc1nncs1)Oc1ccccc1 returned ROC1-CUL1 inh 0.5.
Screening CCS(=O)(=O)c1ncc(CN(C)CCC2CCOCC2)n1CCOC returned ROC1-CUL1 inh 2.7.
Cc1ccc(/C=C(\C#N)c2nc(-c3cc4c(ccc5ccccc54)oc3=O)cs2)cc1 was read as ROC1-CUL1 inh -3.2.
`COc1ccccc1NC(=O)CSc1nnc(COc2ccc3ccccc3c2)n1C` gave ROC1-CUL1 inh -5.9.
Screening Nn1c(Nc2ccccc2)nc2ccccc21 returned ROC1-CUL1 inh -5.3.
CCC(Sc1nc2ncccc2[nH]1)C(=O)Nc1cccc(OC)c1 (stereo not given) was read as ROC1-CUL1 inh 4.0.
`CC(=S)/C=C1\SSC=C1c1ccccc1` gave ROC1-CUL1 inh 2.0.
O=C(Nc1nncs1)NC(CCn1cncn1)c1ccccc1 (stereo not given) was read as ROC1-CUL1 inh 1.2.
`CCCCC(=O)Nc1nnc(C(C)(C)C)s1` gave ROC1-CUL1 inh 11.6.
`CC(=O)c1cccc(NS(=O)(=O)N2CCCCC2)c1` gave ROC1-CUL1 inh -3.9.
`CCOc1ccccc1N(CC)C(=O)c1cc2c(=O)[nH]c3ccc(C)cc3c2s1` gave ROC1-CUL1 inh -1.9.
Screening CCCSCC(=O)Nc1c(CC)cccc1CC returned ROC1-CUL1 inh 10.6.
`O=C(NC(=S)Nc1ccc(Oc2ccc(Cl)cc2)cc1)c1ccc(F)cc1` gave ROC1-CUL1 inh -9.2.
CCS(=O)(=O)c1ncc(CN(C)CC(O)c2ccccc2)n1Cc1ccccc1 (stereo not given) was read as ROC1-CUL1 inh -1.0.
`Cc1ccc(NC(=O)CSc2nc(-c3ccco3)nc3cc(=O)[nH]n23)cc1C` gave ROC1-CUL1 inh 0.3.
COc1ccc(-n2c(SCC(=O)NCc3ccccc3)nc3n[nH]c(C)c3c2=N)cc1 was read as ROC1-CUL1 inh 18.3.
Screening O=C1N=C(Cc2ccc(C(F)(F)F)cc2)C(=O)N1c1ccccc1 returned ROC1-CUL1 inh -0.5.
Screening Cc1nc2ccccc2cc1C(=O)NCc1ccccc1 returned ROC1-CUL1 inh -6.7.
`BrC1=C(Br)c2cccc3cccc1c23` gave ROC1-CUL1 inh -12.8.
For CCOC(=O)c1c(SCc2ccccc2)nn2c(C)cc(C)nc12 the results were ROC1-CUL1 inh -2.9.
For Cc1cc2sc(C(=O)O)c(C)c2s1 the results were ROC1-CUL1 inh -4.0.
Screening COc1ccc(N2CCN(C3C(=O)c4ccccc4N3C(C)=O)CC2)cc1 (stereo not given) returned ROC1-CUL1 inh 1.6.
For CC1CCN(S(=O)(=O)c2ccc(NC(=O)C3CC(=O)N(C(C)(C)C)C3)cc2)CC1 (stereo not given) the results were ROC1-CUL1 inh 13.6.
CC(=O)NS(=O)(=O)c1ccc(Br)cc1 was read as ROC1-CUL1 inh -2.6.
Screening CCc1c(C(=O)N2CCN(Cc3ccco3)CC2)csc1C returned ROC1-CUL1 inh 3.4.
For CN(C)C(=O)OCc1cccc(OCc2ccccn2)c1 the results were ROC1-CUL1 inh -4.2.
Screening CCS(=O)(=O)c1ccc(-c2cccc(-c3ccn[nH]3)c2)s1 returned ROC1-CUL1 inh 9.7.
Cc1cccc(CSc2ncc(CO)n2Cc2ccc(F)cc2)c1 was read as ROC1-CUL1 inh -1.4.
C=Cc1ccc(CSc2nc(-c3ccc(Cl)cc3)nc3c2Cc2c(CO)cnc(C)c2O3)cc1 was read as ROC1-CUL1 inh -3.4.
`Cc1ccc(C(C)C)c(OCCn2cc(C(=O)c3ccco3)c3ccccc32)c1` gave ROC1-CUL1 inh 1.6.
`O=C(/C=C/c1ccccc1)Oc1ccc2oc(=O)sc2c1` gave ROC1-CUL1 inh -1.1.
CC(=O)c1ccc(NC(=O)c2cc(C3CC3)nc3c2c(C)nn3-c2ccc(C)cc2)cc1 was read as ROC1-CUL1 inh -10.5.
For C=CCn1c(SCC(=O)Nc2cccc3ccccc23)nc2scc(-c3ccco3)c2c1=O the results were ROC1-CUL1 inh 5.6.
`Cc1ccc(-c2nnc(Nc3ccccc3)c3ccccc23)cc1S(=O)(=O)N1CCOCC1` gave ROC1-CUL1 inh 3.7.
CC1(C)Cc2nc(N3CCC(O)CC3)ncc2C(NC2CCCCC2)C1 (stereo not given) was read as ROC1-CUL1 inh 0.6.
Screening COc1c(Cl)cc(-c2nc3cc(N)ccc3o2)cc1Cl returned ROC1-CUL1 inh -13.5.
Cc1ccc(C)c(S(=O)(=O)NCc2ccc(C(=O)N3CCOCC3)cc2)c1 was read as ROC1-CUL1 inh 10.1.
Screening CC(=O)Nc1ccc(S(=O)(=O)N2CCN(c3nc(N4CCCCC4)nc(N4CCCCC4)n3)CC2)cc1 returned ROC1-CUL1 inh -4.7.
COC(=O)C1C(=O)CC(C)(O)C(C(=O)OC)C1c1ccc(F)cc1 (stereo not given) was read as ROC1-CUL1 inh 8.8.
COC(=O)C1=C(C)C(C)(C)OC1=O was read as ROC1-CUL1 inh 4.6.
CC(=O)N1CCc2c(sc3c2c(=O)n(-c2ccccc2)c(=O)n3CC(=O)c2ccc(Cl)cc2)C1 was read as ROC1-CUL1 inh 1.2.
COc1ccc(NC(=O)CN2C(=O)C(=O)c3ccccc32)c(OC)c1 was read as ROC1-CUL1 inh 11.5.
Screening FC(F)(F)C(Nc1nc2nonc2nc1N1CCSCC1)c1ccccn1 (stereo not given) returned ROC1-CUL1 inh 9.4.
For Cc1cccc(OCC(=O)NCC(=O)N/N=C/c2sccc2C)c1 the results were ROC1-CUL1 inh -4.5.
CCc1ccc(OCC#CCNC)cc1 was read as ROC1-CUL1 inh -3.0.
For COc1cc(NC(=O)Cn2c(=O)n(Cc3ccco3)c(=O)c3sc4ccccc4c32)cc(OC)c1 the results were ROC1-CUL1 inh 2.0.
Screening COc1cc(Cl)c(C)cc1NC(=O)CSCc1nc(-c2ccc(OC)c(OC)c2)no1 returned ROC1-CUL1 inh -0.3.
S=C1Nc2cccc3cccc(c23)N1 was read as ROC1-CUL1 inh -2.6.
Cc1nnc(NCC2CCCO2)[nH]c1=O (stereo not given) was read as ROC1-CUL1 inh 8.4.
Screening CCN(CC)CCNC(=O)c1ccc(CSc2nc3ccncc3n2Cc2cccc(F)c2)cc1 returned ROC1-CUL1 inh 5.8.
For O=C(c1ccc2c(c1)OCO2)N1CCN(c2ccccc2Cl)CC1 the results were ROC1-CUL1 inh 3.6.
For CCOC(=O)c1c(NC(=O)CN(c2ccccc2F)S(=O)(=O)c2ccccc2)sc2c1CCCC2 the results were ROC1-CUL1 inh -7.2.
Screening O=C(CN(c1ccc(-c2ccccc2)cc1)S(=O)(=O)c1ccccc1)N1CCCCC1 returned ROC1-CUL1 inh 12.9.
For CC(=O)OC(C(=O)NC1CCCCCC1)C(OC(C)=O)C(OC(C)=O)C(OC(C)=O)C(=O)NC1CCCCCC1 (stereo not given) the results were ROC1-CUL1 inh 3.8.
Screening O=C(NC1CC(=O)N(CC2CCCCC2)C1)C1CCOCC1 (stereo not given) returned ROC1-CUL1 inh 5.7.
Screening Cc1ccccc1Cn1c(SCc2ccc(C(=O)N3CCCCC3)cc2)nc2ccncc21 returned ROC1-CUL1 inh -4.2.
COc1ccc(OC)c(-c2cc(Cl)c3c(c2)CC(CNC(=O)c2cc(C)oc2C)O3)c1 (stereo not given) was read as ROC1-CUL1 inh -2.8.
O=C(CCCCn1c(=O)c2ccccc2n(CC(=O)Nc2ccc(F)cc2F)c1=O)NCCc1ccccc1 was read as ROC1-CUL1 inh 0.5.
`CC(=O)Nc1ccc(N2CC(C(=O)NC3CCCCC3)CC2=O)cc1` (stereo not given) gave ROC1-CUL1 inh 2.9.
For COc1cc(Br)c(Br)c(C=Nc2cccc(NC(=O)c3ccc(I)cc3)c2)c1O the results were ROC1-CUL1 inh 1.7.
`O=C(Nc1nnc(S(=O)(=O)N2CCCCCC2)s1)c1ccc(Br)cc1` gave ROC1-CUL1 inh 5.1.
Screening CC1CCC(NC(=O)c2ccc3c(c2)N(Cc2ccccc2F)C(=O)c2ccccc2S3(=O)=O)CC1 (stereo not given) returned ROC1-CUL1 inh -5.0.
For CN(C)CCNc1nc(-c2ccccc2)nc2ccccc12 the results were ROC1-CUL1 inh 3.6.
O=c1c2c3c(sc2nnn1Cc1ccc(F)cc1)CCCC3 was read as ROC1-CUL1 inh -1.3.
For CCOc1ccccc1NC(=O)Cn1c(=O)n(Cc2ccc(OC)cc2)c(=O)c2oc3ccccc3c21 the results were ROC1-CUL1 inh -2.9.
Screening COc1ccc(C(=O)N2N=C(C)CC2(O)C(F)(F)F)cc1COc1ccc(Cl)cc1 (stereo not given) returned ROC1-CUL1 inh -3.7.
Cc1cccc(NC(=O)CSc2nc(-c3ccccc3Cl)nc3c2Cc2c(CO)cnc(C)c2O3)c1C was read as ROC1-CUL1 inh -3.3.
Screening COc1ccc(N=C2SC(=Nc3ccc(OC)cc3)N(c3ccc(OC)cc3)C2=Nc2ccc(OC)cc2)cc1 returned ROC1-CUL1 inh 3.2.
Screening COc1ccc(-c2cc(C(F)(F)F)c(C#N)c(SCC(=O)Nc3ccc(Br)cc3)n2)cc1 returned ROC1-CUL1 inh 4.3.
`NS(=O)(=O)c1ccc(NS(=O)(=O)c2ccc(NC(=S)Nc3ccccc3)cc2)cc1` gave ROC1-CUL1 inh -6.8.
COCC(C)NC(=O)c1cc2c(=O)n3cc(C)ccc3nc2n1C (stereo not given) was read as ROC1-CUL1 inh -1.2.
Screening O=C(NC1CCCN(CCc2ccccc2)C1)c1ccccn1 (stereo not given) returned ROC1-CUL1 inh 6.3.
CC(=O)c1cnc(Nc2ccc(C)cc2C)nc1C was read as ROC1-CUL1 inh 11.9.
CN(C)S(=O)(=O)c1ccc(-c2csc(-c3ccc(Cl)cc3)n2)cc1 was read as ROC1-CUL1 inh 4.4.
Screening CCOc1cc(S(=O)(=O)N2CCN(C)CC2)ccc1Cl returned ROC1-CUL1 inh -13.1.
For COc1cc(CC2=NC(=O)N(CC(=O)Nc3ccc(C)cc3)C2=O)cc(Cl)c1O the results were ROC1-CUL1 inh 0.3.
Screening CC1CN(C(=O)c2ccccc2)OC(c2ccoc2)O1 (stereo not given) returned ROC1-CUL1 inh 5.2.
Screening CCOc1ccc2oc(=O)cc(CN3CCN(C(=O)c4ccc(OC)c(OC)c4)CC3)c2c1 returned ROC1-CUL1 inh 7.9.
COc1ccc(C(=O)N2CCc3cc(OC)c(OC)cc3C2COc2ccc3c(C)cc(=O)oc3c2)c(OC)c1 (stereo not given) was read as ROC1-CUL1 inh 0.2.
`Cc1occc1C(=O)NNC(=O)NC12CC3CC(CC(C3)C1)C2` gave ROC1-CUL1 inh -1.0.
